HepG2 viability – qHTS for Inhibitors of TGF-b: Cytotox Counterscreen | HepG2 CAGA-GFP viability, ATP luminescence, 18 h | Potency, µM (top dose mostly 46.1 µM), inactives show at the top dose activity change, negative = cytotoxicity, most hits filed as cytotoxic | 0.76% of 410,000 active | AID 588856, 2011; further: potency means the concentration at half of the fitted maximal effect; some results filed as inactive show a strong effect at the top dose
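CellTiter-Glo luminescence gave cytotoxicity after 18 hours at 37 degrees C. The cells were HepG2 CAGA-GFP in 1% FBS DMEM, stimulated with 500 pg/mL TGF-beta after compound addition. %Activity was normalised to no-cell wells (complete cell-killing) and DMSO (no toxicity), and curves were fitted and classified.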
A549 viability – Nrf2 qHTS screen for inhibitors: counterscreen for cytotoxicity. A549 ARE-Fluc cells, CellTiter-Fluor viability, 18-24 h. 0.16% of 390,000 active. Potency, µM (highest dose often 46 µM), inactives show at the highest dose activity change, negative = cytotoxicity, hits mostly inhibitors; further: potency means the concentration at half of the fitted maximal effect; on the % scale 0 is the no-effect control and ±100 the full control effect
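A549 ARE-Fluc cells in 5% FBS OPTI-MEM, 5000 cells/well, rested 2 h then exposed to compounds in concentration-response for 18-24 h at 37 °C. Viability by CellTiter-Fluor fluorescence (Ex 405/Em 525) after 30 min; luciferase luminescence (BugLite, 15 min, RT) read afterwards.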
TGFb inhibitor – qHTS for Inhibitors of TGF-b; 1.2% of 410,000 active; HepG2 CAGA-GFP TGF-b/SMAD3 reporter, GFP fluorescence, 18 h; TGF-beta stimulated, 500 pg/mL final; Potency, µM (doses to about 46.1 µM), for the others: at the highest dose activity, negative = inhibition, usual class: inhibitors; further: potency means the concentration at half of the fitted maximal effect; on the % scale 0 is the no-effect control and ±100 the full control effect; nearly all actives have a fitted effect of over 65% in size
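Smad-responsive CAGA-GFP expression was quantified in HEPG2 cells exposed to compounds and 500 pg/mL final TGF-beta for 18 h at 37 degrees C; unstimulated wells defined full inhibition.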
Nrf2 ARE act – qHTS of Nrf2 Activators. AREc32 ARE-luciferase reporter (MCF7-derived line), luminescence, 24 h. Potency, µM (titrated, usually from 46.1 µM), for inactives: at the top dose activation, most hits filed as activators. 0.31% of 410,000 active; further: potency means the concentration at half of the fitted maximal effect; % of control where 0% means no effect; nearly all actives have a fitted effect of over 65% in size
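Quantitative high-throughput format: AREc32 reporter cells, 1000 per well, received compound by pin transfer and were incubated 24 hr at 37 deg C, 5% CO2, before Steady-Glo luminescence detection.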
Nrf2 block – Nrf2 qHTS screen for inhibitors; Potency, µM (highest dose often 46 µM), for the others: at the top dose activity change, negative = inhibition, actives largely listed as inhibitors; 2.1% of 360,000 active; A549 ARE-Fluc reporter, luciferase luminescence, 18-24 h; further: potency means the concentration at half of the fitted maximal effect; on the % scale 0 is the no-effect control and ±100 the full control effect; nearly all actives have a fitted effect of over 60% in size
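In this cell-based qHTS, ARE-driven firefly luciferase in A549 cells reports Nrf2 activity; the luminescent signal after BugLite lysis is the measured value, with a prior CellTiter-Fluor read for cell health.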
S2 tox – Viability Counterscreen for Primary qHTS for Inhibitors of ATXN expression; S2 cells (HEK-293 line with an ATXN2-luciferase reporter) viability, CellTiter-Fluor protease fluorescence, 24 h; 0.49% of 400,000 active; Potency, µM (highest dose often 56.7 µM), hits mostly cytotoxic; further: potency means the concentration at half of the fitted maximal effect; nearly all actives have a fitted effect of over 40% in size
Akt phos inh – HTS Assay for Inhibitors of Akt Phophorylation: Primary Screen. Neuro2A IGF-stimulated pAkt S473 HTRF, 20 min; stronger effect = lower value. 0.32% of 360,000 active. activity change, % for hits at 50 µM; in the data active means activity change below about -80%; inconclusive means mostly about -51% to -80%; further: on the % scale 0 is the no-effect control and ±100 the full control effect
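Single-point screen (50 µM final compound) in Neuro2A cells stimulated 20 min with 6 nM IGF at 37 deg C. After lysis, Ser473-phosphorylated Akt read by HTRF (ex 330 nm, em 615/665 nm) as the 665/615 ratio.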
CCT chaperon mod – High-Throughput Screening for Modulators of Cytosolic Chaperonin Activity | purified chaperonin ATPase assay, HTRF ADP detection, 30 min | activity change, % (test concentration not listed), hits read low | 0.3% of 360,000 active; in the data active means activity change below about -30%; further: on the % scale 0 is the no-effect control and ±100 the full control effect
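TRiC at 40 or 20 nM final (batch-dependent) in 30 mM Tris pH 7.4, 100 mM KCl, 5 mM MgCl2, 1 mM DTT, with compound at single 76 uM and 10 uM ATP, 30 min at 37 deg C. ADP detected by HTRF Transcreener, 665/615 ratio.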
MmCpn inh – Inhibitors of TCP-1 ring complex (TRiC) of Methanococcus maripaludis (MmCpn): qHTS. Potency, µM (top dose mostly 76.9 µM), for the others: at the highest dose activity, negative = inhibition, hits mostly inhibitors. Chaperonin Mm-Cpn (Methanococcus maripaludis). 0.031% of 330,000 active. purified Mm-Cpn ATPase, ADP Transcreener TR-FRET; further: potency means the concentration at half of the fitted maximal effect; on the % scale 0 is the no-effect control and ±100 the full control effect; nearly all actives have a fitted effect of over 80% in size
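ATP (10 uM final) was added to archaeal chaperonin (25 nM final) after 10 min exposure to test compound at 37°C; after 30 min further incubation, ADP was detected by competitive TR-FRET.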
Numbers without * were called inactive; i = inactive; ? = inconclusive; · = not tested or not shown; [ ] = another dose, or the depositor's remark. Unless noted, the call rests on the fitted dose curve; in most records, active means well fitted curve in the direction sought with a large enough effect; inconclusive means small, poorly fitted or top-dose-only effect, or another doubt; inactive means no such curve, though single readings can be large; an effect the other way counts as inactive or inconclusive.

Compound	HepG2 viability	A549 viability	TGFb inhibitor	Nrf2 ARE act	Nrf2 block	S2 tox	Akt phos inh	CCT chaperon mod	MmCpn inh
CCNC(=O)NC(=O)C(C)SCc1ccccc1C (configuration not stated)	2%	6%[1.84 µM]	-26%	-0.7%	1%	i	i	1.3	-1%
COc1ccc(S(=O)(=O)N(Cc2ccco2)Cc2cc3ccccc3[nH]c2=O)cc1	-23%	-13%	-17%	5.3%	?	?	i	-4.8	3%
O=c1c2cc(Br)ccc2nc2n1CCCCC2	-20%	1%	1%	2.4%	8%	i	i	0.4	1%
CCn1cc(C(=O)N2CCN(c3ccccc3OC)CC2)c(=O)c2cc(S(=O)(=O)N3CCC(C)CC3)ccc21	1%	0%	?	0.6%	-16%	i	·	·	·
CNS(=O)(=O)c1ccc(CCC(=O)N2CCOCC2)cc1	12%	-4%	24%	4.0%	24%	i	i	0.0	·
CCCN(CCO)Cc1cccc(Cl)c1	1%	3%	0%	-0.3%	15%	i	i	-0.2	-1%
O=C(NCCN1CCCCC1)c1ccc(=O)oc1	-10%	10%	0%	-0.6%	0%	i	i	-5.1	·
Cc1ccc(/C=C/C(O)=C2/C(=O)N(C)C3(C)CC2c2ccccc2O3)cc1 (configuration not stated)	-43%	-8%	-7%	?	?	?	i	-2.7	-2%
CC(C)[C@H](NC(=O)c1ccccc1Cl)C(=O)OCC(=O)N1CCCCC1	-12%	14%	-13%	1.5%	?	i	i	2.9	2%
c1nnc(NC2=NCCC2)s1	-1%	-8%	0%	-1.6%	-9%	i	i	-2.6	1%
CCc1ccccc1-n1c(-c2ccncc2)n[nH]c1=S	-30%	5%	-1%	-0.2%	-9%	i	i	0.1	4%
O=C(/C=C/c1ccc(F)cc1)NC(Cc1c[nH]c2ccccc12)C(=O)O (configuration not stated)	5%	4%	9%	0.1%	14%	i	i	-3.5	6%
COc1cc(NS(=O)(=O)c2ccc(NC(=O)C3CCCO3)cc2)nc(OC)n1 (configuration not stated)	3%	-2%	?	-0.4%	·	i	i	1.9	0%
CCOc1ccc(Cn2c3ccc(OC)cc3c3nc4ccccc4nc32)cc1	-24%	-1%	-1%	0.4%[9.22 µM]	10%	i	i	-2.6	3%
O=C(N1CCOCC1)C12CCC3CC(CC(C3)C1)C2	1%	3%	-4%	0.0%	·	i	i	2.6	1%
CCCn1c(=O)c(C(=O)Nc2ccccc2C(=O)OCC)c(O)c2ccccc21	-4%	7%	-13%	-0.4%	·	i	i	-2.5	6%
CC1=C(C(=O)Nc2ccccc2)C(c2ccc(O)cc2)n2nc(-c3ccc(Cl)cc3)nc2N1 (configuration not stated)	-77%	-11%	?	-1.2%	-13%	28µM*	·	·	·
Cc1ccccc1-n1nnnc1SCC(C)C	-118%	3%	0%	0.1%	?	i	i	0.3	-2%
O=C(Nc1ccccc1N1CCOCC1)c1cc2c(s1)CCCCC2	-16%	2%	-3%	6.2%	?	i	i	-5.3	0%
O=C(Nc1nccs1)c1cc(-c2ccccc2)nc2ccccc12	-3%	-2%	1%	1.9%	-18%	i	i	0.0	-7%

An excerpt from above with just HepG2 viability and TGFb inhibitor:
compound	HepG2 viability	TGFb inhibitor
CC(C)[C@H](NC(=O)c1ccccc1Cl)C(=O)OCC(=O)N1CCCCC1	-12%	-13%
c1nnc(NC2=NCCC2)s1	-1%	0%
CCc1ccccc1-n1c(-c2ccncc2)n[nH]c1=S	-30%	-1%

Going on with the list.
Compound	HepG2 viability	A549 viability	TGFb inhibitor	Nrf2 ARE act	Nrf2 block	S2 tox	Akt phos inh	CCT chaperon mod	MmCpn inh
CCc1cnc2c(c1SCC(=O)Nc1ccc(C(=O)OC)cc1)c(=O)n(C)c(=O)n2C	1%	-2%	-1%	1.6%	·	?	·	·	·
COc1cc(NC(=O)c2cc(C)nc3ccccc23)cc(OC)c1	-2%	3%	7%	0.1%	-2%	i	i	-0.8	-2%
O=C(Nc1cccc(-c2ccc3nncn3n2)c1)C(F)(F)F	14%	0%	3%	-0.3%	7%	?	i	1.5	-3%
Cc1ccc(N(C(=O)CNC(=O)c2cccs2)C(C(=O)NC2CCCC2)c2ccncc2)cc1 (configuration not stated)	0%	-5%	6%	-0.7%	3%	i	i	-1.8	3%
C/C(=N\NC(=O)c1ccccc1)c1ccc2c(c1)OCO2	3%	-2%	-1%	-0.5%	24%	?	i	-3.1	1%
Cc1ccc(S(=O)(=O)N2CCCC2CNC(=O)C(=O)NC2CC2)cc1 (configuration not stated)	-3%	0%	1%	-0.5%	5%	i	i	-0.6	-2%
COc1cc(N)c(Cl)cc1C(=O)OCC(=O)c1cccs1	-14%	1%	-3%	7.9%	3%	i	i	-0.1	0%
COc1cc(OC)cc(-c2c(-c3cccs3)c3cc(-c4ccc(CN5CCOCC5)cc4)ccc3n2C)c1	-1%	-2%	3%	-0.4%	-17%	i	i	-0.3	?
Cn1nnnc1SCCOc1ccc(C#N)cc1	0%	-10%	11%	1.6%	14%	i	i	0.3	-1%
CC(C)(/C=N/NC(=O)CSCc1ccccc1Cl)CCC#N	-2%	-2%	-9%	0.3%	-6%	i	i	-2.0	1%
CCc1c(C2(O)CCCCC2)[nH]c2ncccc12	-10%	-4%	-1%	-0.7%	4%	i	i	0.3	0%
COC(=O)C1CCN(C(=O)c2oc3c(Cl)cc(C)cc3c2C)CC1	0%	0%	-2%	4.6%	-9%	i	i	-0.8	3%
COc1ccc(C(=O)CSC#N)cc1OC	-42%	-5%	?	?	-11%	i	i	-1.7	-2%
O=C(NCCC1=CCCCC1)c1ccc(F)cc1	-41%	2%	-11%	-1.5%	17%	i	i	-0.2	3%
COC(=O)C(NC(C)=O)(Nc1nc2ccc(C)cc2s1)C(F)(F)F (configuration not stated)	-3%	-4%	1%	0.2%	1%	i	i	1.5	0%
Cc1ccccc1NC(=O)CSc1nc(COc2ccccc2)nc2ccccc12	-21%	-6%	-33%	-0.6%	?	i	i	-0.4	-7%
CCN1C(=O)[C@@H]2[C@H](C1=O)[C@@H]1C[C@H]3C(=O)N(CC)C(=O)[C@H]3[C@@H]3C1=C(C(=O)N1C(=O)OC(=NCC4CC4)[C@]31C)[C@@H]2C	-5%	0%	2%	-1.3%	4%	i	i	-2.4	1%
CCOc1ccc(S(=O)(=O)N2CCN(c3ccc(OC)cc3)CC2)c2cccnc12	-26%	2%	3%	-0.3%	?	i	i	-1.0	1%
O=C(NCc1ccco1)Oc1ccccc1	5%	-2%	4%	0.1%	·	i	i	-5.9	·
Cn1ncc(Cl)c1C(=O)N1CCN(c2cccc(Cl)c2)CC1	-6%	-24%	10%	0.1%	?	i	i	-5.0	-2%
COc1ccccc1NCc1cccn1-c1nnc(N2CCCCCC2)s1	-31%	-8%	?	6.5%	?	i	·	·	·
CCC(C)(C)C1CCC(NC(=O)N2CCN(c3ccccc3O)CC2)CC1 (configuration not stated)	-29%	-18%	-24%	0.3%	?	i	i	-3.6	-3%
CSc1cccc(NC(=O)COC(=O)C2(c3ccccc3)CC2)c1	9%	2%	-7%	-0.1%	10%	?	i	2.6	2%
Cc1ccccc1NCC(=O)N/N=C\c1ccc([N+](=O)[O-])s1	11µM*	-14%	11µM*	0.7%	?	?	i	2.7	0%
CS(=O)(=O)N1CCC2CC1c1cc(-c3ccccc3)ccc12 (configuration not stated)	-10%	1%	-2%	4.5%	?	i	i	-0.2	·
CCn1c(C)[n+](CCOC(C)=O)c2cc(Cl)c(Cl)cc21	-5%	0%	?	0.2%	-29%	i	i	-0.4	-3%
COc1cccc(/C=N/Nc2nc(-c3cccnc3)nc3ccccc23)c1	-31%	4%	?	-0.5%	1%	?	i	1.8	-1%
CCn1c(CC(=O)Nc2ccc(F)cc2)nnc1SCC(=O)Nc1nnc(C)s1	-33%	-1%	11%	0.4%	-9%	i	i	-0.5	2%
Cc1ccc(CNC(=O)c2ccc(Cn3c(SCc4ccc(F)cc4)nc4cccnc43)cc2)o1	-19%	?	?	5.7%	?	·	·	·	·
CN(C(=O)CS(=O)(=O)Cc1ccccc1Cl)c1ccccc1	4%	1%	5%	-0.2%	-7%	i	i	-0.6	-1%

Reprinted at random: 2 entries already listed
Compound	HepG2 viability	A549 viability	TGFb inhibitor	Nrf2 ARE act	Nrf2 block	S2 tox	Akt phos inh	CCT chaperon mod	MmCpn inh
CCn1c(CC(=O)Nc2ccc(F)cc2)nnc1SCC(=O)Nc1nnc(C)s1	-33%	-1%	11%	0.4%	-9%	i	i	-0.5	2%
Cc1ccccc1NCC(=O)N/N=C\c1ccc([N+](=O)[O-])s1	11µM*	-14%	11µM*	0.7%	?	?	i	2.7	0%

The list continues:
Compound	HepG2 viability	A549 viability	TGFb inhibitor	Nrf2 ARE act	Nrf2 block	S2 tox	Akt phos inh	CCT chaperon mod	MmCpn inh
Cc1ccc(C(=O)N2CCC(Cc3ccccc3)CC2)cc1[N+](=O)[O-]	1%	-11%	-13%	2.4%	?	i	i	-5.0	-1%
Cc1nnc(SCC(=O)NC2CCS(=O)(=O)C2)n1Cc1ccccc1 (configuration not stated)	-30%	4%	?	-0.1%	?	i	i	0.7	0%
CCOc1ccc2[nH]cc(C(=O)NCc3ccc(F)cc3)c(=O)c2c1	-59%	-3%	?	5.1%	?	i	i	-3.3	1%
CCOC(=O)c1nnc(-c2ccccc2)o1	-11%	4%	3%	-0.3%	-5%	i	i	-1.4	-1%
CCOc1cc(/C=C(\C#N)C(=O)Nc2ccc(C)cc2)ccc1OCc1cc(=O)n2nc(CC)sc2n1	-1%	-4%	-8%	-0.4%	13%	i	·	·	·
